# High-throughput results: PubChem BioAssay, several laboratories
# CTSL1 counter: cathepsin L1 inhibition, PFM18AAP counter-screen | recombinant F. hepatica cathepsin L1, Z-Leu-Arg-MCA fluorescence | inhibition, % at 5.96 µM | 0.49% of 300,000 active | AID 1906;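 active = inhibition above the mean of all tested compounds plus 3 SD, set per screening campaign, cut at about 17% in these data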;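 note: 0% = plate median of test compound wells and 100% = 1 µM Z-Phe-Ala-diazomethylketone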
# PP5 primary: blocks human protein phosphatase 5 activity; P53041; purified PP5c, OMFP substrate fluorescence; inhibition, % at 6.7 µM; 0.18% of 320,000 active; AID 1987;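 active = inhibition above the campaign's mean inhibition across all tested compounds plus 3 SD, cut at about 9.5% in these data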;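 note: 0% = DMSO only and 100% = 100 µM cantharidin control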
# Efflux pump mplx: blocks antifungal efflux pumps in multiplex yeast assay; inhibition, % at 10 µM; S. cerevisiae Candida pump triplex, Nile Red efflux; AID 485275; 0.44% of 330,000 active;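 active = plate passing quality check with inhibition over a set limit, or well fluorescence over plate mean plus 4 SD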;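 note: Nile Red retained in pooled yeast measured as flow cytometry median fluorescence; 0% = buffer negative control and 100% = Enniatin B positive control; higher means more Nile Red kept so more efflux inhibition; some compounds called inactive have numbers as strong as hits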
# TPT1 inh: blocks Candida albicans tRNA 2'-phosphotransferase; inhibition, % at 5 µM; recombinant caTPT1, FP RNA substrate dephosphorylation; AID 1962; 0.81% of 300,000 active;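 active = inhibition above the mean of all tested compounds plus 3 SD, set per screening campaign, cut at about 24% in these data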;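 note: plate controls were DMSO alone for no effect and ferristatin control at 100 nM for full effect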
# PP1 counter: counter-screen for PP5 inhibitors: inhibitors of human PP1-alpha. P62136. purified PP1alpha, OMFP fluorescence. inhibition, % at 6.7 µM. 0.9% of 320,000 active. AID 2235;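 active = inhibition above the mean inhibition of all tested compounds plus 3 SD, computed separately for each screening campaign, cut at about 15% in these data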
# Target sequence (P62136 whole entry, looked up): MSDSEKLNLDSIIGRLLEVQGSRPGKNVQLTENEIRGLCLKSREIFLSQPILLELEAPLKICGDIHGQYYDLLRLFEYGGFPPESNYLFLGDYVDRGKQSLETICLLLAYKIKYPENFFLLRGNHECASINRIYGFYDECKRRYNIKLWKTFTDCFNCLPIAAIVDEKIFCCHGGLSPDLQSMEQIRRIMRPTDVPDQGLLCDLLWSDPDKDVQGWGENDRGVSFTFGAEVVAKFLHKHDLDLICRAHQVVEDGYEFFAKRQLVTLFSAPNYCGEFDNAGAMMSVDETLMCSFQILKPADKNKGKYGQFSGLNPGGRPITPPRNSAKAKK
# LYPLA2 counter: blocks human lysophospholipase 2, a PME1 counter-screen. O95372. recombinant LYPLA2, FP-Rh probe fluorescence polarization. inhibition, % at 5.9 µM. 0.38% of 320,000 active;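 active = inhibition above the screen-wide mean plus 3 SD, limit set per campaign, cut at about 26% in these data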;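 note: 0% = LYPLA2 with DMSO and 100% = wells lacking LYPLA2 enzyme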
# Target sequence (O95372 whole entry, looked up): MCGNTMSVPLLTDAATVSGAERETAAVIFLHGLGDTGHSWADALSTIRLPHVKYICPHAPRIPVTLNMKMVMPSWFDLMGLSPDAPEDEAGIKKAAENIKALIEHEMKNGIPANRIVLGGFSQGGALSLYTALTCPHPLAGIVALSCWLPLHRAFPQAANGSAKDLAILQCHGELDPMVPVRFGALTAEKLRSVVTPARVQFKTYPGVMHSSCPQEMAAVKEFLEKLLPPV
# PREPL inhibitor: inhibits the human prolyl oligopeptidase-like enzyme; Q4J6C6; recombinant PREPL, fluorescence polarization activity-based probe; inhibition, % at 5.96 µM; 0.68% of 320,000 active; AID 2751; in the data active = inhibition above about 43%;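 note: 0% = enzyme with DMSO and 100% = wells lacking enzyme; many of its hits are not listed in these tables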
# JMJD2C inh: blocks human GASC-1 demethylase activity. Q9H3R0. GST-JMJD2C(1-420) H3K9me3 demethylation, DELFIA europium. inhibition, % at 2.35 µM. 0.069% of 330,000 active. AID 2099;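 active = more than half of a compound's replicate wells show inhibition beyond 50%, single wells judged on their own value; inconclusive = some, but no more than half, of replicates pass 50% inhibition; inactive = no replicate passes 50% inhibition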;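 note: signal counts dimethyl H3K9 product captured on neutravidin plate; 0% = median of DMSO wells and 100% = 0.3 times that DMSO median; strong numbers were not always called active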
# Target sequence (Q9H3R0 1-420 limits assumed): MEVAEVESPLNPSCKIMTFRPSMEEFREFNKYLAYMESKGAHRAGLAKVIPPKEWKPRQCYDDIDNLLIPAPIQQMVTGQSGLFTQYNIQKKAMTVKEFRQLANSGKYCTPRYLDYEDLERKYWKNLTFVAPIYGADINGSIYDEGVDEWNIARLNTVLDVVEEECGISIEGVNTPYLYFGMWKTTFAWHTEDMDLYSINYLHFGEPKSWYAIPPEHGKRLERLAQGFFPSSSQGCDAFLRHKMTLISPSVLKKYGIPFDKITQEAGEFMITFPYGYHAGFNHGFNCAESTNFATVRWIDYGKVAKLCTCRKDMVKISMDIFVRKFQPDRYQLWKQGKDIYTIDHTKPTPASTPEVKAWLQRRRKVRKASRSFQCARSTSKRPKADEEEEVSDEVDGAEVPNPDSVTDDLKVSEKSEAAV
# HCV core dimer: HCV core protein dimerization inhibition; inhibition, % at 5 µM; 0.33% of 300,000 active; AID 1899; TR-FRET GST/Flag-core106 dimerization, 1536-well;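 active = inhibition above the mean of all tested compounds plus 3 SD, set per screening campaign, cut at about 45% in these data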
#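 System: GST-tagged and Flag-tagged HCV core protein residues 1-106 / Input: core106 proteins, GST 13.5 nM and Flag 17 nM / Buffer or medium: KF-containing HEPES buffer, pH 7.45, DTT, CHAPS, BSA / Probe or stimulus: Eu-anti-GST and XL665-anti-Flag labelled anti-tag antibodies / Schedule: 4 h, 22.5 °C incubation / Technique: TR-FRET 671 and 617 nm emission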
# * hit, by the source's call; ? = inconclusive; nt = no result given. Some of the compounds tested; count on the stated rates, not on these rows.
SMILES,CTSL1 counter,PP5 primary,Efflux pump mplx,TPT1 inh,PP1 counter,LYPLA2 counter,PREPL inhibitor,JMJD2C inh,HCV core dimer
O=S(=O)(c1ccc(Cl)cc1)N1CCCN(c2nc3ccc(Cl)cc3s2)CC1,3,3.8,0.2,3,-1,-3,-92,0,1
Cc1nc2c(C)cccn2c(=O)c1NC(=O)c1ccc(Br)o1,2,-1.2,-0.1,-2,-4,-3,-7,-5,-2
CN1CCN(C(=O)c2cc3nc(-c4ccco4)cc(C(F)(F)F)n3n2)CC1,8,0.6,0.0,0,-1,7,4,8,4
O=C1C(Cl)=C(N2CCN(Cc3ccccc3)CC2)C(=O)N1Cc1ccccc1,1,4.2,0.2,-34,1,2,6,-2,3
CN1CCN(C(=O)CC2C(=O)NCCN2Cc2ccc(-c3ccccc3)cc2)CC1 (configuration not stated),-5,-0.9,-0.1,-6,0,5,34,-12,2
COc1cc(SC)ccc1C(=O)OC(C)C(=O)Nc1ccc(NC(C)=O)cc1 (configuration not stated),-2,-0.5,-0.1,0,-2,-5,-4,20,0
COCCNC(=O)CN(c1ccccc1OC)S(C)(=O)=O,3,1.0,-0.1,-1,-2,-1,29,0,-1
COC(=O)c1c(C)[nH]c(O)c1C=Nc1ccc(Oc2ccccc2)cc1,-1,-1.3,0.1,2,3,1,0,-17,-11
Cc1nnsc1C(=O)NC1CCCCC1,3,-0.3,-0.1,-4,-1,-1,16,32,-2
CC(c1ccco1)N(C(=O)c1ccc(C(F)(F)F)cc1)c1ccccn1 (configuration not stated),3,-0.9,0.1,1,-1,0,1,7,0
CCOc1ccc(NC(=O)CCC(=O)N/N=C/c2ccc([N+](=O)[O-])s2)cc1,-1,1.4,0.5,0,6,-1,12,6,-7
CC(C)CC(=O)NNC(=S)NCc1ccco1,-2,-0.5,-0.1,-25,-2,-4,2,3,-2
O=C1N2CCSC2=NC1(Nc1nccs1)C(F)(F)F (configuration not stated),-1,-2.6,0.1,1,-5,-1,2,70,-6
CCc1c(O)nc(SCC(=O)NCc2ccco2)[nH]c1=O,-6,1.3,0.0,-5,-3,-2,1,0,6
Cn1c(=O)c2ccccc2n2c(CCl)nnc12,28*,0.6,0.0,-1,2,0,5,6,-1
COc1cc(NC(=O)c2ccc(NC3=NC4CS(=O)(=O)CC4S3)cc2)cc(OC)c1OC (configuration not stated),4,-0.3,0.0,-4,-1,0,-7,40,-10
COc1ccccc1NC(=O)CS(=O)(=O)c1cn(CC(=O)N2CCCC2)c2ccccc12,2,0.8,-0.6,-1,-5,0,6,15,-15
CCOCCCNC(=O)CSc1nc2nc(C)c(Cc3ccccc3)c(C)n2n1,-4,-0.4,0.1,2,-3,6,7,24,-1
CCOc1ccc(C(=O)N2CCN(c3ccccn3)CC2)cc1,-4,-0.2,-0.1,0,4,1,5,9,3
Cc1ccc(S(=O)(=O)N/N=C/c2cccc3c2OCCO3)cc1,5,0.6,0.5,-1,0,-4,0,-12,1
COC(=O)CC1C(=O)NCCN1C(=S)Nc1cccc(C)c1 (configuration not stated),0,1.2,-0.2,-3,-1,7,5,0,-11
Cc1ccc(Cn2c(CCNc3nc(-c4ccc(C)cc4)cs3)nc3cc(C(=O)NCCCO)ccc32)cc1,4,2.8,0.3,-3,7,-4,-23,-11,-5
c1cc2c(cc1-c1[nH]ncc1CN1CC3C[C@@H]4CC1C[C@H](C3)C4)OCO2,2,-2.0,0.0,-2,-3,1,33,5,-6
O=C1NC(=S)N(C(=O)c2ccc(F)cc2)/C1=C/c1cccnc1,-1,0.5,0.1,9,0,-1,0,-10,3
CC(Sc1cnc2ccccc2n1)C(=O)O (configuration not stated),3,-2.2,-0.1,-3,18*,-4,0,-9,6
Cc1cc(NC(=O)CSc2ccc3nnc(-c4ccc(F)cc4)n3n2)no1,3,-0.5,-0.3,0,2,2,-1,3,0
O=C(NCCc1cccc(C(F)(F)F)c1)C1CCC(=O)N(C2CC2)C1 (configuration not stated),-2,1.0,0.3,-1,-5,11,1,-4,-2
COc1cc(S(=O)(=O)N2CCC(C(N)=O)CC2)c(C)cc1C,-5,1.1,0.1,0,-1,3,11,13,2
CC(C)NC(=O)c1onc(CSc2ccccc2)c1C(=O)O,-2,1.6,nt,-1,3,2,-6,12,-13
COC(=O)c1[nH]c2cccc(OC)c2c1NC(=O)CCN1CC(C)CC(C)C1 (configuration not stated),-3,0.6,0.0,-1,-4,3,-12,-3,-4
COc1ccccc1NC(=S)N1CCN(c2cccc(C)c2C)CC1,3,2.1,0.1,2,-1,-2,21,10,-2
COc1cc(C(=O)NCCN=C2NS(=O)(=O)c3ccccc32)cc(OC)c1OC,-1,0.8,0.0,-3,1,0,18,4,-12
Cc1ccc(NC(=S)N(CCCN2CCN(C)CC2)Cc2cccs2)cc1C,-1,0.9,-0.1,-5,-1,3,12,9,-5
CN1CCN(c2nc(Nc3ccc(F)cc3)nc(Nc3ccc(F)cc3)n2)CC1,-2,1.3,-0.1,5,1,-5,3,-4,-6
CC(=O)Nc1ccc(C(=O)N/C(=C/c2ccccc2)C(=O)Nc2cccc(C(=O)O)c2)cc1,-1,1.4,0.0,-2,-10,-7,6,25,-2
CC(C)Oc1ccc(C(=O)OC(C)C(=O)NC2CCCCC2C)cc1 (configuration not stated),-2,3.6,0.3,-5,-1,1,5,0,0
COc1ccc(NC2CCCN(C(=O)CCN3CCCO3)C2)cc1 (configuration not stated),-1,2.4,-0.1,-2,0,9,0,2,4
CCOC(=O)C1CCN(C(=O)Nc2ccc(NC(=O)C3CCN(C(=O)OCC)CC3)cc2)CC1,-2,1.5,0.0,-3,-4,3,10,13,0
Cc1cc(Br)cc(Br)c1OCC(=O)NNC(=O)Nc1ccccc1,2,-0.9,0.1,-3,-5,-2,-13,-16,5
Cc1nc(-c2ccncc2)sc1C(=O)Nc1ccc(Cl)cc1,3,2.7,-0.2,-2,5,-12,16,1,1
COc1ccc(C(CC(=O)O)c2ccc3c(c2)OCO3)cc1 (configuration not stated),-6,0.6,0.0,-2,1,-2,1,4,6
CCOC(=O)C(C(=O)OCC)C(Nc1ccc(Br)cc1)c1ccccc1 (configuration not stated),-2,1.3,-0.1,3,-3,3,-2,-12,5
COc1cc(O)oc1C=Nc1ccccc1,-5,1.8,0.1,-2,-3,-4,-13,5,-9
CCN(CC)C(=O)c1cccc(NC(=O)c2cc(-c3ccccn3)nc3ccccc23)c1,nt,1.2,0.0,nt,3,3,5,3,nt
Cc1ccc(CNC(=O)C2CCCN(c3nc4ccccc4o3)C2)cc1 (configuration not stated),-2,1.3,-0.1,13,-1,0,-7,3,-1
CCCn1c(O)c(CN2CCCC(C)C2)c(C)c(C#N)c1=O (configuration not stated),3,1.1,-0.1,-15,-2,0,4,-11,-9
CCC(C)OC(=O)C(C)Oc1ccc(-c2ccccc2)cc1 (configuration not stated),-2,2.9,0.0,-4,0,3,18,16,-7
CCCCn1nnnc1SCC(=O)Nc1cccc(C)c1,0,1.4,0.0,-3,2,-1,-3,5,4
COc1ccc(N2CCN(C(=O)CCNS(=O)(=O)c3ccc(Br)s3)CC2)cc1,-12,1.4,0.0,0,4,12,0,1,-6
Cc1[nH]nc2c1C(=O)CC(C)(C)C2,5,0.8,0.0,-3,-1,-5,8,-4,1

# 4 compounds from above with just PP5 primary, Efflux pump mplx and PREPL inhibitor.
smiles,PP5 primary,Efflux pump mplx,PREPL inhibitor
COc1cc(C(=O)NCCN=C2NS(=O)(=O)c3ccccc32)cc(OC)c1OC,0.8,0.0,18
Cc1ccc(NC(=S)N(CCCN2CCN(C)CC2)Cc2cccs2)cc1C,0.9,-0.1,12
CN1CCN(c2nc(Nc3ccc(F)cc3)nc(Nc3ccc(F)cc3)n2)CC1,1.3,-0.1,3
CC(=O)Nc1ccc(C(=O)N/C(=C/c2ccccc2)C(=O)Nc2cccc(C(=O)O)c2)cc1,1.4,0.0,6

# The results go on:
SMILES,CTSL1 counter,PP5 primary,Efflux pump mplx,TPT1 inh,PP1 counter,LYPLA2 counter,PREPL inhibitor,JMJD2C inh,HCV core dimer
O=S(=O)(c1cc(F)ccc1F)N1CCC2(CC1)OCCO2,4,1.7,-0.2,-3,-9,-4,4,2,-2
COC(CNC(=O)c1ccc2nc3ccccc3c(=O)n2c1)OC,2,0.5,0.0,-4,-1,3,6,-28,-16
CC(NC(=O)COc1ccc(Br)cc1)C1CCCO1 (configuration not stated),-7,1.6,-0.2,-4,-4,4,3,14,2
CCOC(=O)C1=C(COc2ccccc2)NC(=O)NC1c1ccc2ccccc2c1 (configuration not stated),4,0.5,-0.2,2,13,2,-14,-3,10
O=C(NNc1ccc(Cl)cc1)C1CCC1,5,0.4,0.0,1,-4,4,12,-5,1
COc1cc(C2C=C(Nc3ccccc3)C(=O)N2c2ccccc2)ccc1O (configuration not stated),2,1.8,-0.1,6,5,3,10,0,-9
COc1ccc(Cl)cc1N1C(=NC(=O)C2CCCO2)SC2CS(=O)(=O)CC21 (configuration not stated),2,0.2,-0.2,-1,-1,10,3,-15,-1
O=S(=O)(NC1=NCCCCC1)c1ccc(Cl)cc1Cl,nt,3.5,0.1,nt,3,0,19,-6,nt
COC(=O)c1sc(SC)c(S(=O)(=O)C(C)C)c1N/N=C(\C#N)S(=O)(=O)c1ccccn1,0,0.4,-0.1,-1,-4,-1,3,-2,0
O=C(O)C1C2CCC(C2)C1C(=O)NCCc1ccc(F)cc1 (configuration not stated),-1,-2.5,0.1,4,0,-4,0,3,0
CCOc1ccc2c(c1)OC(c1ccc(OC)cc1)(C(F)(F)F)NC2=O (configuration not stated),6,3.6,-0.2,2,0,4,-7,-30,1
Cc1ccc(NC(=O)COC(=O)c2ccc(Br)o2)cc1S(=O)(=O)N1CCCCC1,nt,3.5,-0.2,nt,1,-39,15,6,nt
COc1ccccc1CNc1cc(C)ccn1,2,-2.0,-0.2,-4,1,-8,-3,4,-4
O=C(Cn1c(C(=O)O)cc2ccccc21)c1ccccc1,1,0.6,0.0,1,-1,4,-3,5,5
O=C(CSCc1ccccc1)Nc1ccc2c(c1)C(=O)NC2=O,-27,0.9,-0.3,-9,1,7,17,17,0
CCN(CC)c1ncnc2c1ncn2Cc1c(Cl)cccc1Cl,3,1.0,0.1,-5,2,9,-4,-48,8
COc1ccc(N(CN2C(=O)c3ccccc3C2=O)C(=O)C(C)C)cc1,-1,3.0,-0.1,2,4,7,5,-4,-7
O=C(Nc1ccc2nc(-c3ccccc3)oc2c1)c1ccco1,3,2.2,-0.1,0,0,-6,4,14,0
CN=c1nc(-c2ccccc2)n(-c2ccccc2)s1,-6,5.0,0.3,2,-9,-6,-19,nt,1
O=C(NN1CCCCC1)c1cccc2ccccc12,-1,-1.5,0.2,2,-4,-1,9,1,-2
COc1cccc(-c2cc3nc(-c4ccccc4)cc(=O)n3[nH]2)c1,3,1.6,0.0,-2,21*,0,10,?,-4
COc1ccc(CC(=O)NCC2CCCN(Cc3cc(OC)cc(OC)c3)C2)cc1 (configuration not stated),-1,3.8,0.1,-5,-1,2,2,-3,-6
CC(=O)c1ccc(N2CCN(C(=O)c3ccc(NC4=NC5CS(=O)(=O)CC5S4)cc3)CC2)cc1 (configuration not stated),3,-2.1,-0.1,0,3,-1,8,31,4
